Screens (PubChem)
Giardia FBPA inh – inhibitors of Giardia lamblia fructose-1,6-bisphosphate aldolase. AID 2451. purified Giardia FBPA. Potency, µM (titrated, usually from 59.6 µM), for the others: top-dose activity, negative = inhibition, usual class: inhibitors. 0.71% of 290,000 active; note: potency is the fitted concentration of half-maximal effect; % is set by controls: 0 for no effect and ±100 for the full control effect; nearly all actives have a fitted effect of over 55% in size
Target sequence (A8B2U2 whole entry, looked up): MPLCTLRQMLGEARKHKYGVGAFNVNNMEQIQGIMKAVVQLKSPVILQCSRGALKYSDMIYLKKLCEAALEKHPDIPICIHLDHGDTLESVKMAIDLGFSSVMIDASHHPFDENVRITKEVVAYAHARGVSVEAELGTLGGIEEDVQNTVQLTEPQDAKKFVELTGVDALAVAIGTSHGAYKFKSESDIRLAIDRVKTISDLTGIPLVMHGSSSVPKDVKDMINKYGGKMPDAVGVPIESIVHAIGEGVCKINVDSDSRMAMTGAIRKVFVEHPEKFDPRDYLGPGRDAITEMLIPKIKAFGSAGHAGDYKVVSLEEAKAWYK
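40 nM FBPA preincubated 10 min at RT with compound (up to 57.5 uM final), then substrate plus GAPDH/TPI/NAD/arsenate coupling and diaphorase/resazurin added. Fluorescence read after 20 min at RT, 525/598 nm.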
Sm TGR block – S. mansoni TGR enzyme inhibition; AID 485364; Potency, µM (top dose mostly 114 µM), inactives show at the top dose activity change, negative = inhibition, actives largely listed as inhibitors; 3% of 360,000 active; Q962Y6; purified TGR, DTNB reduction, TNB absorbance 405 nm; note: potency is the fitted concentration of half-maximal effect; % is set by controls: 0 for no effect and ±100 for the full control effect; nearly all actives have a fitted effect of over 60% in size
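First, TGR (20 nM dispensed) and NADPH were mixed with compound. Second, a 15 min room-temperature incubation followed. Third, further NADPH and then DTNB were added to start the reaction. Finally, TNB absorbance was monitored kinetically.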
Pf growth 96h – inhibits malaria parasite growth, 96 h. Potency, µM (doses to about 28.7 µM), for the others: at the top dose activity change, negative = inhibition, most hits filed as inhibitors. AID 504834. 6.9% of 320,000 active. P. falciparum luciferase reporter growth, 96 h; note: potency is the fitted concentration of half-maximal effect; % is set by controls: 0 for no effect and ±100 for the full control effect
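Infected RBCs, 2% Hct / 0.05% parasitemia final; luciferase-reporter P. falciparum; cpd 96 h, 37 C, 5% CO2; luciferase detection reagent; luminescence.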
Shiga toxin inh – blocks Shiga toxin action in Vero cells | 9.2% of 290,000 active | Vero cells, Shiga toxin protein synthesis inhibition reporter | inhibition, % at 38.7 µM; in the data active = inhibition mostly above about 28%, no sharp cut-off; inactive = mostly below about 43%; note: 0% is about no effect
CHX counter – affects cycloheximide protein synthesis inhibition readout, counter-screen. AID 2314. 12% of 300,000 active. cell reporter, cycloheximide protein synthesis inhibition counterscreen. max response, %; in the data active = max response mostly above about 13%, no sharp cut-off; inactive = mostly below about 14%; note: read at 38.3 µM for the half of the compounds with a filed dose; 0% is about no effect
Pf growth 48h – inhibits P. falciparum growth in the first generation, 48 h. P. falciparum luciferase growth in erythrocytes, 48 h. Potency, µM (titrated, usually from 28.7 µM), inactives show top-dose activity change, negative = inhibition, most hits filed as inhibitors. 5.9% of 310,000 active; note: potency is the fitted concentration of half-maximal effect; % is set by controls: 0 for no effect and ±100 for the full control effect
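Parasite viability was followed by luminescence of a genomically integrated firefly luciferase. Cultures held 0.1% parasitemia at 2% hematocrit (final), incubated under 5% CO2 at 37 C.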
* marks the source's active call; other numbers are inactive results; ? = inconclusive; . = not tested or not shown; [ ] = remark or other dose. Unless noted, calls come from the whole dose curve; as a rule, active = well fitted curve in the direction sought with a large enough effect; inconclusive = small, poorly fitted or top-dose-only effect, or another doubt; inactive = no such curve, though single readings can be large; an effect the other way counts as inactive or inconclusive. Outcome played no part in choosing rows. About 24% of those tested had a hit in this group.

Sequence of screens – Giardia FBPA inh, Sm TGR block, Pf growth 96h, Shiga toxin inh, CHX counter, Pf growth 48h
> CN(C)/C=C/C(=O)c1ccccc1F
 : -1%, -10%, 43%[activator], 30, 6, -1%
> COc1ccccc1NC(=O)Nc1nc(CC(=O)N2CCN(c3ccccc3F)CC2)cs1
 : ., 1%, ?, ., ., ?
> O=C(OCc1cc2ccccc2[nH]c1=O)c1cccnc1
 : -12%, 10%, ., 43, 2, ?
> Cc1ccc(S(=O)(=O)Nc2nc(C)c(C(=O)N/N=C/c3ccccc3)s2)cc1
 : ?, 6%, ?, 21, 14, ?
> Cc1ccc(NC(=O)CCN2C(=O)c3ccccc3C2=O)cc1C
 : 4%, -27%, 90%[activator], 7, -2, 21%
> CN1CCN(Cc2c(C(=O)N/N=C/c3cccc(Br)c3)nnn2-c2nonc2N)CC1
 : -6%, -13%, 26%, -24, -15, ?
> CCOc1ccc(C(=O)N[C@H](C(=O)Nc2ccc(OC)c(S(=O)(=O)N3CCOCC3)c2)C(C)C)cc1
 : -4%, 15%, ?, -2, -1, ?
> COc1ccc(C(CNC(=O)c2c(C)nn(Cc3ccccc3)c2Cl)N2CCOCC2)cc1 (configuration not stated)
 : ., -23%, ?, ., ., ?
> O=C(COC(=O)c1ccc(S(=O)(=O)N2CCCCCC2)cc1)NCc1ccc(Cl)cc1
 : ., -9%, -25%, ., ., -23%
> COc1cccc(C2/C(=C(/O)c3ccncc3)C(=O)C(=O)N2CCCN(C)C)c1 (configuration not stated)
 : -3%, 2%, ?, -9, 2, 0%
> CCCCOc1ccc(CN2CCC(O)CC2)cc1
 : ?, -26%, 159%[activator], 91*, 37*, 57%[activator]
> COc1ccc(C2/C(=C(/O)c3ccc(C)cc3)C(=O)C(=O)N2c2ccccn2)cc1OC (configuration not stated)
 : -8%, 4%, 9%, -1, 8, -9%
> Cc1ccc(NC(=O)N(CCC(=O)O)Cc2ccccc2)cc1
 : 5%, 19%, 17%, -9, -1, 13%
> O=c1c(Cc2ccc(F)cc2)c(O)ccn1CCCN1CCOCC1
 : -4%, -5%, 20%, -3, -6, -25%[5.75 µM]
> CCCN1CCN(CCCNC(=O)CN2C(=O)COc3ccccc32)CC1
 : -3%, 0%, 5%, -11, 0, 33%[activator]
> COc1ccc(CN2CCNC(=O)C2CC(=O)NCCC2=CCCCC2)c(F)c1 (configuration not stated)
 : ., 6%, ?, -23, -4, 3%
> CC(C)CN(C(=O)c1nn(C)c(=O)c2ccccc12)c1nc2ccccc2s1
 : 1%, 4%, ., 29, 3, 10µM*
> O=C(CCCc1nc(-c2ccccc2Cl)no1)NCc1cccnc1
 : -1%, 0%, ?, -10, -7, -12%
> Cc1ccc(/C=N/n2c(COc3ccccc3)n[nH]c2=S)o1
 : -1%, ., 3%, 6, 3, 16%
> CC(C)=CC(=O)OCC(=O)Nc1ccc(SC(F)F)cc1
 : -4%, 5%, 38%[activator], 26, 14, 77%[activator]
> O=[N+]([O-])c1cccc(CSc2nnc(Cc3ccccc3)n2-c2ccc(F)cc2)c1
 : 1%, -21%, ?, -15, -4, ?
> S=C(NN=C1CCN(Cc2ccccc2)CC1)NC1CCCCC1
 : -19%, -15%, 12%, 9, 15, ?
> Cc1cc(-n2ccc(=O)[nH]c2=O)nc(-c2ccccc2)n1
 : 0%, ?, 104%[activator], 30, 1, 24%
> Cc1ccc(NS(=O)(=O)c2cc(C(=O)NCCSc3ccc(C)cc3)ccc2C)cc1
 : -4%, -1%, 12µM*, -10, 9, ?
> CCOc1ccc(C(=O)C2CCN(CC(=O)Nc3nccs3)CC2)cc1
 : ?, -2%, 50%[activator], -4, -7, ?
> CCOC(=O)C1=C(C)NC2=C(C(=O)CC(C)(C)C2)C1c1cccc(C)n1 (configuration not stated)
 : 3%, -1%, ., 6, 12, ?
> COC(=O)c1ccc(Nc2nc(C)cc(C)n2)cc1
 : 4%, 14%, 60%[activator], 15, 6, 3%
> Cn1c(=O)n(-c2cccc(Cl)c2)c(=O)c2c3c(sc21)COC(C)(C)C3
 : 2%, -15%, -16%, -12, -4, -17%
> CC(=O)C(=Nc1ccccc1Cl)NNc1ccc(Cl)cc1
 : -4%, 40µM*, 4.7µM*, 1, 0, 12µM*
> CC(NC(=O)C(=O)N1CCCCC1)C(c1cccs1)N1CCN(C)CC1 (configuration not stated)
 : ., -6%, ?, -11, -1, 23%

7 entries from above, ordered by length of the SMILES, ascending:
Sequence of screens – Giardia FBPA inh, Sm TGR block, Pf growth 96h, Shiga toxin inh, CHX counter, Pf growth 48h
> COC(=O)c1ccc(Nc2nc(C)cc(C)n2)cc1
 : 4%, 14%, 60%[activator], 15, 6, 3%
> CC(=O)C(=Nc1ccccc1Cl)NNc1ccc(Cl)cc1
 : -4%, 40µM*, 4.7µM*, 1, 0, 12µM*
> Cc1cc(-n2ccc(=O)[nH]c2=O)nc(-c2ccccc2)n1
 : 0%, ?, 104%[activator], 30, 1, 24%
> CCCN1CCN(CCCNC(=O)CN2C(=O)COc3ccccc32)CC1
 : -3%, 0%, 5%, -11, 0, 33%[activator]
> COc1ccc(CN2CCNC(=O)C2CC(=O)NCCC2=CCCCC2)c(F)c1 (configuration not stated)
 : ., 6%, ?, -23, -4, 3%
> Cn1c(=O)n(-c2cccc(Cl)c2)c(=O)c2c3c(sc21)COC(C)(C)C3
 : 2%, -15%, -16%, -12, -4, -17%
> COc1ccc(C(CNC(=O)c2c(C)nn(Cc3ccccc3)c2Cl)N2CCOCC2)cc1 (configuration not stated)
 : ., -23%, ?, ., ., ?

Further records:
Sequence of screens – Giardia FBPA inh, Sm TGR block, Pf growth 96h, Shiga toxin inh, CHX counter, Pf growth 48h
> COCc1cc(=O)[nH]c(-c2ccccc2OC(F)(F)F)n1
 : 2%, 1%, 52%[activator], 4, 1, -3%
> Cc1ccc2c(c1)NC(=O)[C@@]1(C)[C@@H](c3ccccc3)[C@H]3COc4ccccc4[C@@H]3N1C2=O
 : ., -4%, ?, ., ., ?
> Cc1cc(/C=C(\C#N)C(=O)Nc2ccccc2)c(C)n1-c1ccc(C(=O)O)cc1
 : -1%, 0%, ?, 11, 1, -8%
> COc1ccc(C(=O)N2CCOCC2)cc1S(=O)(=O)N1CCC(C)CC1
 : 2%, 4%, -24%, -9, 1, 1%
> Cn1c(SCC(=O)NCC2CCCO2)nc2c([nH]c3ccccc32)c1=O (configuration not stated)
 : -10%, -1%, 18%, -2, 0, -1%
> Cc1ccc2nc(N(CCCN(C)C)C(=O)c3ccc4ncsc4c3)sc2c1
 : -21%, 1%, -30%, 89*, 41*, -6%
> CN(C(=S)Nc1ccc(SC(F)F)cc1)c1ccc(O)cc1
 : ?, -27%, 23%, 18, 24*, 52%[activator]
> CCc1ccccc1NC(=O)CCCSc1nc2ccccc2s1
 : 2%, -8%, -3%, 13, 12*, -5%
> COc1ccc2cc(C(=O)C3CCCN(Cc4cnc(N5CCOCC5)s4)C3)ccc2c1 (configuration not stated)
 : -6%, 16%, 2%, 12, -3, ?
> COc1ccc(Cn2c(CCC(=O)NCCC(C)C)nc3ncccc3c2=O)cc1
 : 6%, 5%, 47%[activator], -1, -10, 10%[0.00184 µM]
> Cc1ccccc1NC(=S)NNC(=O)c1ccco1
 : 7.9µM*, -2%, 0%, 52*, 32*, 28%
> Cc1nnc(NC(=O)c2c(F)cccc2F)s1
 : 1%, 60%[activator], 4%, -4, 2, 5%
> Cc1ccc(CNC(=O)c2cc(S(=O)(=O)N3CCOCC3)cn2C)cc1
 : -11%, 3%, -3%, -7, 3, 3%
> CNCc1ccccc1OCc1ccccc1F
 : -10%, 2%, ?, -14, -4, 2%
> CC1(C)CC(CCN(Cc2ccccc2)C(=O)c2ccco2)(c2ccccc2)CCO1 (configuration not stated)
 : 7%, -16%, 1.9µM*, -8, -2, ?
> O=c1oc2ccccc2c(NCc2ccccc2F)c1[N+](=O)[O-]
 : 3%, -1%, ?, -5, 1, 9%
> N#Cc1ccccc1OCC(=O)Nc1cccc(S(=O)(=O)N2CCCCCC2)c1
 : ., 0%, ?, ., ., 13µM*
> Cc1cc(OC(=O)c2ccccc2Cl)cc(=O)n1C
 : 1%, ?, 47%[activator], -14, -4, 18%
> CCOc1ccc(N2C(=O)CN(C)C2=S)cc1
 : -6%, -9%, 3%, -4, -3, 9%
> Oc1c(CN2CCCC2)cc(COCc2ccccc2)c2cccnc12
 : ., 22µM*, 2.1µM*, ., ., 0.66µM*
> Cc1cccc(S(=O)(=O)NCCc2ccccc2)c1
 : -8%, -1%, 21%[5.75 µM], -8, -3, -11%[5.75 µM]
> O=C(Cn1ccc(C(F)(F)F)n1)NNC(=O)c1cccnc1
 : ., -14%, 45%[activator], -3, -3, 78%[activator]
> Cc1csc(SCC(=O)c2cc(C)n(Cc3cccs3)c2C)n1
 : -4%, -11%, ., 32*, 17*, 144%[activator]
> OCC[C@H]1C[C@@H](O)[C@H](O)[C@]2(CCCCO2)O1
 : 0%, -2%, 50%[activator], 4, -4, 7%
> COc1ccc(S(=O)(=O)N(Cc2ccco2)Cc2cc3ccccc3[nH]c2=O)cc1
 : ., ?, ?, -2, -5, 2%
> Cc1ccc(-c2nn(-c3ccccc3)cc2CN(C)C(=O)CCC(=O)O)cc1C
 : 6%, 1%, ?, 7, -1, -7%
> Oc1c(Cl)cc(Cl)cc1C=Nc1cc(C(F)(F)F)ccc1N1CCc2ccccc2C1
 : ?, -22%, -101%, 81*, 52*, 71%[activator]
> COc1ccc(N2CCN(C(=O)CNC(=O)c3ccccc3Cl)CC2)cc1
 : 1%, 0%, 7%, -5, 5, -3%
> COCCNC(=S)N/N=C(\C)c1ccc(C)c([N+](=O)[O-])c1
 : -6%, -25%, -17%, -11, -3, ?
> CCOC(=O)C(C)Oc1ccccc1C1NC(=O)NC(C)=C1C(=O)Nc1ccc(C)c(C)c1 (configuration not stated)
 : 3%, -6%, ., 13, -1, ?

Compound profiles, as listed above. Screens in order: Giardia FBPA inh, Sm TGR block, Pf growth 96h, Shiga toxin inh, CHX counter, Pf growth 48h
Shown for O=C(OCc1cc2ccccc2[nH]c1=O)c1cccnc1 : -12%, 10%, ., 43, 2, ?
Shown for Cn1c(SCC(=O)NCC2CCCO2)nc2c([nH]c3ccccc32)c1=O (configuration not stated) : -10%, -1%, 18%, -2, 0, -1%

(further entries)
SMILES | Giardia FBPA inh | Sm TGR block | Pf growth 96h | Shiga toxin inh | CHX counter | Pf growth 48h
O=C(Oc1ccc2c(=O)c(Oc3ccc4ccccc4c3)coc2c1)c1ccco1 | -4% | -8% | -10% | -4 | 10 | .
CC(=O)Nc1cccc(C(=O)N2CCC(n3nccc3NC(=O)CC(C)C)CC2)c1 | . | 2% | 32%[activator] | -6 | 2 | 6%
O=C(COc1ccc(/C=N/NS(=O)(=O)c2ccccc2)cc1)Nc1ccc(F)cc1 | -7% | 7% | 82%[activator] | 13 | -2 | 0%
COc1ccc(NC(=O)CN2CCN(CC(=O)Nc3ccccc3Cl)CC2)cc1 | -3% | -11% | ? | -16 | -1 | -13%
O=c1[nH]c2ccccc2nc1C(Nc1ccccc1)c1ccccc1 (configuration not stated) | 1% | 2% | -28% | -2 | -2 | ?
CN(CCN1CCOCC1)Cc1nc(-c2ccc3c(c2)OCO3)no1 | 3% | -2% | ? | 13 | 9 | 23%
O=C(Nc1ccccc1F)c1ccc(CSc2ncccn2)cc1 | -5% | -9% | ? | 86* | 30* | 332%[activator]
Cc1onc(-c2ccccc2)c1C(=O)Nc1ccc(S(=O)(=O)NC(C)(C)C)cc1 | 0% | 9% | 0% | 8 | 7 | ?
Cc1ccccc1CNC(=O)C(=O)NCCC1CCCCN1S(=O)(=O)c1ccccc1 (configuration not stated) | . | 1% | ? | . | . | 13µM*
